Shiga toxin inh: Shiga toxin inhibition. Vero cells, Shiga toxin protein synthesis inhibition reporter. inhibition, % at 38.7 µM. hit rate 9.2% among 290,000. AID 2315; in the data active means inhibition mostly above about 28%, no sharp cut-off; inactive means mostly below about 43%; further: 0% is about no effect
Giardia FBPA inh: Giardia lamblia aldolase inhibition | purified Giardia FBPA | hit rate 0.71% among 290,000 | Potency, µM (top dose mostly 59.6 µM), for inactives: top-dose activity, negative = inhibition, actives largely listed as inhibitors | A8B2U2; further: potency means the concentration at half of the fitted maximal effect; on the % scale 0 is the no-effect control and ±100 the full control effect; nearly all actives have a fitted effect of over 55% in size
Target sequence (A8B2U2 whole entry, looked up): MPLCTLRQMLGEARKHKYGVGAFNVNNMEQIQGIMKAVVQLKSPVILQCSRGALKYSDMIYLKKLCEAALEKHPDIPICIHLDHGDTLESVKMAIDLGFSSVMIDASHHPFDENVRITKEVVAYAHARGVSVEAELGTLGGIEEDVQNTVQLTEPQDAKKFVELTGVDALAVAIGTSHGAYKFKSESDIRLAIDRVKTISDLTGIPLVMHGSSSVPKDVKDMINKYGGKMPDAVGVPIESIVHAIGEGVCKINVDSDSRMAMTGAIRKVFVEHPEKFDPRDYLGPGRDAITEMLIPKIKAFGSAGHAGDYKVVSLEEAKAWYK
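Giardia FBPA (40 nM reagent) was preincubated 10 min at RT with compound (up to 57.5 uM final), then substrate plus GAPDH/TPI/NAD/arsenate coupling system with diaphorase/resazurin was added; resorufin fluorescence (525/598 nm) was read after 20 min.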
Pf growth 96h: P. falciparum growth inhibition at 96 hours. P. falciparum luciferase reporter growth, 96 h. Potency, µM (series often up to 28.7 µM), inactives show at the top dose activity change, negative = inhibition, most hits filed as inhibitors. hit rate 6.9% among 320,000; further: potency means the concentration at half of the fitted maximal effect; on the % scale 0 is the no-effect control and ±100 the full control effect
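Readout is luminescence from an integrated firefly luciferase in P. falciparum. Red cells, 2% hematocrit and 0.05% parasitemia final, were cultured with compound through two parasite generations (96 hours) at 37 C, 5% CO2.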
Pf growth 48h: P. falciparum growth inhibition at 48 hours (one generation); hit rate 5.9% among 310,000; AID 504832; P. falciparum luciferase growth in erythrocytes, 48 h; Potency, µM (doses to about 28.7 µM), for the others: top-dose activity change, negative = inhibition, usual class: inhibitors; further: potency means the concentration at half of the fitted maximal effect; on the % scale 0 is the no-effect control and ±100 the full control effect
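Cell-based growth assay: transgenic P. falciparum expressing firefly luciferase, cultured in red cells within RPMI 1640 containing 0.5% w/v Albumax, 24 mM bicarbonate and gentamycin. A drop in luciferase activity indicates inhibition.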
HCV inhibitor: HCV inhibition | Huh7.5.1 HCVcc-Cre infection, luciferase reporter, 44 h | hit rate 3.4% among 340,000 | Potency, µM (highest dose often 41.8 µM), for inactives: at the highest dose activity change, negative = inhibition, actives largely listed as inhibitors | AID 651820; further: potency means the concentration at half of the fitted maximal effect; on the % scale 0 is the no-effect control and ±100 the full control effect
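HCVcc-Cre virus at an moi near 0.5 was added right after compound to cells cultured 4 h from seeding (1,000 cells/well). Luciferase activity was determined 44 h later, 15 min after substrate addition at RT.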
CHX counter: affects cycloheximide protein synthesis inhibition readout, counter-screen. cell reporter, cycloheximide protein synthesis inhibition counterscreen. max response, %. hit rate 12% among 300,000. AID 2314; in the data active means max response mostly above about 13%, no sharp cut-off; inactive means mostly below about 14%; further: read at 38.3 µM for the half of the compounds with a filed dose; 0% is about no effect
* hit, by the source's call; i = inactive; ? = inconclusive; / = not tested or not shown; & = joins results of further samples; [ ] = another dose, or the depositor's remark. Unless noted, the call rests on the fitted dose curve; in most records, active means well fitted curve in the direction sought with a large enough effect; inconclusive means small, poorly fitted or top-dose-only effect, or another doubt; inactive means no such curve, though single readings can be large; an effect the other way counts as inactive or inconclusive.

SMILES	Shiga toxin inh	Giardia FBPA inh	Pf growth 96h	Pf growth 48h	HCV inhibitor	CHX counter
COc1ccc(C2CC(c3cccs3)=NN2C(=O)CCl)cc1OC (configuration not stated)	42*	-2%	?	?	?	29*
Cc1ccc(C(=O)OCC(=O)Nc2cccc(S(=O)(=O)N3CCOCC3)c2)o1	/	/	-3%	?	4%	/
CC(=O)c1cccc(NC(=O)N2CCCc3ccccc32)c1	58	?	-17%	83%[activator]	0%	21*
CC(=O)c1cccc(NC(=O)C2CCCN(S(=O)(=O)c3cccc4nonc34)C2)c1 (configuration not stated)	-3	0%	6%	-11%	?	-2
Cn1c(SCc2ccc(C#N)cc2Cl)nc2ccccc21	125	-25%	227%[activator]	184%[activator]	-12%	40*
COc1ccccc1NC(=O)Cc1nnc(SCC(=O)NC2CCCCC2C)n1C (configuration not stated)	6	3%	-25%	28%	-3%	-1
CC(=C/c1ccccc1)/C=N/n1c(-c2ccco2)n[nH]c1=S	-14	-1%	9%	-9%	8%	-1
COC(=O)CCNc1ccc2c(c1)OCCO2	155*	?	?	157%[activator]	22%	48*
Cc1cccc(NC(=S)N(CCCN2CCOCC2)C(C)c2cc3ccccc3o2)c1C (configuration not stated)	-5	-6%	69%[activator]	-30%	4%	9
CC(=O)N/C(=N/c1nc(C)cc(C)n1)Nc1ccc(F)cc1F	-14	-4%	15%	-16%	-20%	-4
Cc1cc(C(=O)COC(=O)CNC(=O)c2ccccc2)c(C)n1CC1CCCO1 (configuration not stated)	134*	2%	243%[activator]	330%[activator]	1%	26*
Cc1ccc(NC(=O)CSCc2cc(=O)n3cc(C)sc3n2)c(C)c1	8	/	-17%	4%	-8%	-3
CCC(=O)Nc1nn(C)c2nc3c(C)cccc3cc12	-15	-5%	-10%	?	10µM*	7
COc1ccc2nc(-n3c(C)ccc3C)sc2c1	77*	-5%	/	-5%	-16%	22*
C#CCOc1ccc(/C=C2\SC(=S)N(Cc3cccnc3)C2=O)cc1	17	8%	25%	?	-8%	7
Cc1ccccc1NC(=O)CC1C(=O)Nc2ccccc2N1CC(=O)N(C)C1CCS(=O)(=O)C1 (configuration not stated)	/	/	-29%	-26%	11%	/
CCOC(=O)CSc1ncc(OC)c(=O)[nH]1	12	-1%	15%	-13%	18%	0
C#CCOc1ccc(C2C3=C(COC3=O)Nc3cc4c(cc32)OCO4)cc1OC (configuration not stated)	-13	-4%	?	-17%	-17%	-3
CCN(CC)CCn1c(=S)[nH]c2cc3c(cc2c1=O)OCO3	-22	/	10µM*	43%[activator]	-1%	-3
Cc1sc2ncnc(SCc3ccc(C(=O)O)cc3)c2c1C	10	?	6%	12%	24%	-2
CCOc1ccc(NC(=S)NC(=O)/C=C/c2ccc(OC)cc2)c([N+](=O)[O-])c1	15	0%	12%	15%	7%	9
CCS(=O)(=O)c1nc(S(=O)(=O)c2ccc(Cl)cc2)c(N2CCN(C)CC2)s1	7	/	-1%	?	16%	2
CC1(C)Cc2c(c(N3CCOCC3)nc3snc(N)c23)CO1	-11	8%	-10%	-6%	?	1
CCOC(=O)CCn1cc(F)c(=O)[nH]c1=O	-7	0%	?	-1%	-14%	-4
O=C(C1=C[C@@H](c2csc3ccccc23)C[C@@H](OCc2ccc(CO)cc2)O1)N1CCN(Cc2ccccc2)CC1	-6	-13%	5.2µM*	?	?	-2
CC(C)(C)c1ccc(S(=O)(=O)NNC(=O)c2cc3ccccc3[nH]2)cc1	54*	-11%	179%[activator]	69%[activator]	-3%	27*
CCOC12CC(C)(C)CC(C)(CC3=C1C(=O)CC(C)(C)C3)C2 (configuration not stated)	-2	2%	-11%	-4%	23%	-5
Cc1ccc(-c2c(C(=O)O)c3ccccc3[nH]c2=O)cc1	-9	-3%	54%	3%	24%	-6
Cc1nn(-c2ccccc2)c(C)c1NC(=O)COC(=O)c1ccccc1OC(F)F	-5	/	?	-4%	12%	1
Cc1oc2ccccc2c1-c1cn2c(n1)SCC2	24	0%	?	4%	9%	11*
Cc1ccc(N(C(=O)Nc2ccccc2)C2=NCC(C)S2)cc1 (configuration not stated)	91*	6%	-13%	44%[activator]	-21%&-16%	23*
Cc1ccccc1NC(=O)CSc1[nH]c(=O)cc(C)c1C#N	12	8%	5%	-3%	10%	-1
Cc1cc(=O)[nH]c(SCC(=O)NCC2CCCCC2)c1C#N	-3	25%	29%	1%	21%	-3
Cc1cc(NC(=O)c2ccc3c(c2)C(=O)N(c2cccc(C)c2C)C3=O)no1	-10	-1%	?	21%	/	-3
Cc1cc(C)cc(C(=O)NCC(=O)OCC(=O)NCc2ccco2)c1	-2	-5%	34%[activator]	0%	-2%	-1
CCOc1cc(/C=N/n2cnnc2)cc(Br)c1O	-12	-9%	?	-8%	17%	-8
O=C1NC(=O)C(CCc2ccccn2)(Cc2ccc3c(c2)OCO3)C(=O)N1CCc1ccccc1 (configuration not stated)	-15	-8%	/	?	6%	-1
C=CCN=C1S/C(=C\c2ccc(Cl)cc2)C(=O)N1CC=C	49*	-2%	12%	?	-6%	13
CCCc1nc2ccccc2c(=O)n1-c1ccccc1OC	-11	0%	?	?	8%	-3
Cc1cccc2cc(CN(Cc3ccccc3)C(=O)N(C)C)c(=O)[nH]c12	-9	0%	?	-18%	5%	-7

A second format for part of the listing above:
| mol | Shiga toxin inh | Giardia FBPA inh | Pf growth 96h | Pf growth 48h | HCV inhibitor | CHX counter |
| --- | --- | --- | --- | --- | --- | --- |
| C#CCOc1ccc(/C=C2\SC(=S)N(Cc3cccnc3)C2=O)cc1 | 17 | 8% | 25% | ? | -8% | 7 |
| Cc1ccccc1NC(=O)CC1C(=O)Nc2ccccc2N1CC(=O)N(C)C1CCS(=O)(=O)C1 (configuration not stated) | / | / | -29% | -26% | 11% | / |
| CCOC(=O)CSc1ncc(OC)c(=O)[nH]1 | 12 | -1% | 15% | -13% | 18% | 0 |

Back to the main list, starting two compounds before the break.
SMILES	Shiga toxin inh	Giardia FBPA inh	Pf growth 96h	Pf growth 48h	HCV inhibitor	CHX counter
CCCc1nc2ccccc2c(=O)n1-c1ccccc1OC	-11	0%	?	?	8%	-3
Cc1cccc2cc(CN(Cc3ccccc3)C(=O)N(C)C)c(=O)[nH]c12	-9	0%	?	-18%	5%	-7
CCOC(=O)c1c(C)c(C(=O)NCCN2CCOCC2)c(C)n1C	14	0%	?	-5%	26%	-1
CC(=O)Nc1ccc(C(=O)N/N=C/c2ccccc2OCc2ccccc2)cc1	21	8%	64%[activator]	6%	-23%	2
CC(C)CN(C(=O)CN1C(=O)NC2(CCc3ccccc32)C1=O)C1CCS(=O)(=O)C1 (configuration not stated)	/	/	-1%	?	15%	/
Clc1ccc(NC2=NCCCCC2)cc1	13	-13%	-7%	9%	8%	2
CNC(=O)c1cc(C(=O)c2ccc(F)cc2Cl)c[nH]1	-6	-5%	25%	1%[0.00184 µM]	-1%	1
NC(=O)c1ccc(NC(=O)COC(=O)c2ccccc2Nc2ccccc2)cc1	-2	8%	23%[5.75 µM]	20%[5.75 µM]	6%	5
COCCCNC(=O)Cn1c(=O)n(Cc2ccc(C(=O)NCCc3ccc(OC)c(OC)c3)cc2)c(=O)c2ccccc21	20	0%	-31%	?	35%[activator]	8
Cc1ccc(C(=O)Nc2ccc(O)cc2C(=O)O)cc1	-6	-14%	/	-6%	25%	-2
CN(C)c1ccc(/C=N/NC(=O)c2ccc(NC(=O)c3ccccc3)cc2)cc1	6	5%	0%	-22%	-13%	12
O=C(COC(=O)CNC(=O)c1sc2ccccc2c1Cl)NC1CCS(=O)(=O)C1 (configuration not stated)	/	/	0%	8%	11%	/
COc1ccccc1-n1cnc2cc(NS(=O)(=O)c3ccc(Br)cc3)ccc21	-6	-6%	5.2µM*	/	?	-2
CCOc1cccc(/C=C/c2ccc3cccc(O)c3n2)c1O	139*	-11%	8.3µM*	-3%[0.00184 µM]	14µM*	27*
O=C(COc1ccc([N+](=O)[O-])cc1)NCc1ccccc1	-4	/	?	19%	-5%	22
O=C1C2C3C=CC(C4CC34)C2C(=O)N1/N=C/c1c[nH]c2ccccc12 (configuration not stated)	115*	17%	-41%	i	12%	46*
Cc1ccc(C)c(S(=O)(=O)N2CCN(C(=O)CSC(=S)N3CCCC3)CC2)c1	/	/	?	-20%	?	/
CC(C)c1ccc(NC(=O)C2CC3CCC2C3)cc1 (configuration not stated)	86*	-13%	-28%	123%[activator]	?	53*
CC1CCCCC1NC(=O)CCCCCn1c(=S)[nH]c2ccsc2c1=O (configuration not stated)	-9	18%	2%	19%	13%	-4
CC(C)CCOc1ccc(-c2c(=O)n(OCc3ccc([N+](=O)[O-])cc3)c3ccccc3[n+]2[O-])cc1	-13	-4%	28%	33%[activator]	?	-5
CC1(c2ccccc2)NC(=O)N(CC(=O)Nc2ccc(C(N)=O)cc2)C1=O (configuration not stated)	-8	0%	6%	-2%	11%	-1
COCCNC(=O)NC12CC3CC(CC(C3)C1)C2	-3	3%	13%	?	17%	-3
Cn1c(SCn2nnc3ccccc3c2=O)nc2ccccc2c1=O	-2	3%	14%	3%	/	0
Cc1onc(-c2ccccc2)c1C(=O)NCCc1ccncc1	-6	/	?	-4%	3%	-3
Cc1cccc(NC(=O)c2ccc(C(=O)c3ccccc3)cc2)n1	/	/	113%[activator]	88%[activator]	?	/
Cc1ccc(/C=N/NC(=O)Cc2c[nH]c3ccccc23)c(C)c1	-11	0%	10%	7%	1%	-2
CN(Cc1cc2ccccc2[nH]c1=O)C(=O)c1cccs1	16	3%	?	12%	16%	11
Cc1cc(C)cc(NC(=O)Cn2nnc(C(=O)NCc3ccc4c(c3)OCO4)c2N)c1	-12	0%	0.1µM*	32%[activator]	0%	7
CCOc1ccc(S(=O)(=O)Nc2ccc(S(=O)(=O)N3CCCCC3)cc2)cc1	-6	9%	51%[activator]	22%	-28%	-1
CCOC(=O)C(NC(C)=O)(Nc1ccc(S(=O)(=O)Nc2onc(C)c2C)cc1)C(F)(F)F (configuration not stated)	1	13%	-4%	16%	23%	3
O=C(COc1ccccc1)N1CCN(CC(O)COc2ccccc2)CC1 (configuration not stated)	32	-10%	15µM*	-12%	6%	-5
CCNCc1ccc(OCc2ccccc2F)c(OC)c1	31	2%	?	35%[activator]	-23%	3
O=C(COC(=O)c1cc2ccccc2cc1O)c1ccccc1	94	/	-24%	20%	7%	11
CCCS(=O)(=O)N1CCN=C1SCc1cccnc1	23	0%	?	?	5%	12
CC(C)(CNC(=O)CNC(=O)c1ccc(Cl)cc1Cl)N1CCOCC1	/	/	5%	4%	17%	/
COC(=O)c1ccc(NC(=O)Nc2ccc(C)cc2)cc1	46*	0%	16%	/	?	25*
C/C(=N\NC(=O)C(N)=O)c1ccc(OC(F)F)cc1	11	-1%	24%	103%[activator]	3%	14
COC(C(=O)N/N=C(\C)CC(=O)Nc1ccc(Cl)cc1C)c1ccccc1 (configuration not stated)	16	-6%	?	34%[activator]	8%	1
COCc1ccc(-c2c(-c3cccc(OC)c3)sc3ccc(OC)cc23)cc1	/	/	?	?	6%	/
Cc1ccc(OCC(=O)N/N=C/c2cccn2C)cc1C	35	-19%	-21%	?	17%	9
CC(C)/C=C(/C(=O)c1ccc(Cl)cc1Cl)n1cncn1	-14	2%	0%	-18%[0.00184 µM]	-10%	-6
O=C(CSc1ccccc1)NCc1ccco1	39	-2%	0%	14%	-6%	8
CCOC(=O)C1=NN(C(=O)c2ccco2)C2(CC2)C1	-7	-1%	0%	14%	-8%	-4
O=C(CN1CCCCC1)Nc1cccc(Oc2ccccc2)c1	-3	0%	?	/	-4%	20
N#Cc1cc2c(nc1SCc1ccccc1)CCCC2=O	-1	0%	/	?	?	-2
CN(C)c1ccc(NC(=O)CN2CCN(c3ccc(F)cc3)CC2)cc1	-7	3%	?	-11%	0%	-1
